# Screens: PubChem BioAssay, The Scripps Research Institute Molecular Screening Center
# PAFAH1B3 FP inh: blocks human PAF acetylhydrolase 1B catalytic subunit 3 | Q15102 | recombinant PAFAH1B3, FP-rhodamine probe, fluorescence polarization | inhibition, % at 3.39 µM | 340,000 compounds, 0.28% hits | AID 492972;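 active = inhibition above the screen-wide average of all tested compounds plus 3 SD, cut at about 25% in these data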;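 note: 0% = enzyme with DMSO only and 100% = wells lacking PAFAH1B3 protein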
# LYPLA2 counter: blocks human lysophospholipase 2, a PME1 counter-screen; O95372; recombinant LYPLA2, FP-Rh probe fluorescence polarization; inhibition, % at 5.9 µM; 320,000 compounds, 0.38% hits;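 active = inhibition above the screen-wide mean plus 3 SD, limit set per campaign, cut at about 26% in these data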;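 note: 0% = LYPLA2 with DMSO and 100% = wells lacking LYPLA2 enzyme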
# Target sequence (O95372 whole entry, looked up): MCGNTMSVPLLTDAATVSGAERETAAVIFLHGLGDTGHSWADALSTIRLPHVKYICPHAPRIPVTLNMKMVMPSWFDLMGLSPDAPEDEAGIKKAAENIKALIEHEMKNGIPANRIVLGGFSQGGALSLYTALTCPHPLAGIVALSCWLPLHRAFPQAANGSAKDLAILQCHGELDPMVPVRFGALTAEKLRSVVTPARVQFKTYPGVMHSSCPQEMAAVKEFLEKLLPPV
# pPAFAH inh: inhibitors of human plasma PAF acetylhydrolase (pPAFAH). Q13093. recombinant pPAFAH, FP-rhodamine probe fluorescence polarization. inhibition, % at 3.39 µM. 330,000 compounds, 1.5% hits. AID 463082;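 active = inhibition above the mean inhibition across the screen plus 3 SD, cut at about 25% in these data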;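 note: inhibitors block binding of the rhodamine activity-based probe so polarization drops; 0% = enzyme with DMSO and 100% = wells lacking pPAFAH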
# Target sequence (Q13093 whole entry, looked up): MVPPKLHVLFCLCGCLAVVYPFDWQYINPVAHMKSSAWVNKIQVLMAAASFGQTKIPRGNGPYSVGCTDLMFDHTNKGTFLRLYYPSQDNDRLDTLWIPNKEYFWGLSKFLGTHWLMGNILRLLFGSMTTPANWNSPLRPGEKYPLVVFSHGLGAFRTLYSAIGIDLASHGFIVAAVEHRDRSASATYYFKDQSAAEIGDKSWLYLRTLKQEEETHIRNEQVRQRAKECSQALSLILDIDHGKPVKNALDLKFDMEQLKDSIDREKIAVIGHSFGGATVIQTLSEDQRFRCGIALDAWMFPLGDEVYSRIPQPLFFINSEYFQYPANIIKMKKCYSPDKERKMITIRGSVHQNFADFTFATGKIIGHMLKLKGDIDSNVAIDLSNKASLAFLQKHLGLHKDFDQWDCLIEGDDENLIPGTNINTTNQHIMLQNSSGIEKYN
# ZTA counter: counter-screen for EBNA-1 inhibitors: inhibitors of Epstein-Barr virus ZTA | ZTA-DNA binding, fluorescence polarization | AID 2234 | 320,000 compounds, 0.15% hits | inhibition, % at 11 µM | P03206; in the data active = inhibition above about 33%
# Target sequence (P03206 whole entry, looked up): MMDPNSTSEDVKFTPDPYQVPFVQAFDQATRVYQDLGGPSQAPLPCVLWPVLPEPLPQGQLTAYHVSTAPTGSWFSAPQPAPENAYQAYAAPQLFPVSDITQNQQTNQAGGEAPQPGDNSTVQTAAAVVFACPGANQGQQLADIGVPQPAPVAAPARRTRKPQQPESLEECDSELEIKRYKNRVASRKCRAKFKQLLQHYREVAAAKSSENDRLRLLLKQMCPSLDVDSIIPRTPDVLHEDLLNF
# PAFAH2 FP inh: inhibitors of human PAFAH2; Q99487; recombinant PAFAH2, FP-rhodamine activity probe, fluorescence polarization; inhibition, % at 3.39 µM; 340,000 compounds, 0.99% hits;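 active = inhibition above the mean over all tested compounds plus 3 SD, cut at about 30% in these data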;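 note: inhibitors block probe labeling of enzyme so polarization drops; 0% = enzyme with DMSO and 100% = wells lacking PAFAH2 protein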
# PAFAH1B2 FP inh: blocks human PAF acetylhydrolase 1b catalytic subunit 2 | P68402 | recombinant PAFAH1B2, FP-rhodamine activity probe, fluorescence polarization | inhibition, % at 3.39 µM | 340,000 compounds, 1.2% hits | AID 492953;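 active = inhibition above the mean of all tested compounds plus 3 SD, cut at about 24% in these data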;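 note: 0% = enzyme with DMSO and 100% = wells lacking PAFAH1B2; many of its hits are not listed in these tables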
# LYPLA1 counter: LYPLA1 (human) inhibition in PME1 counter-screen. O75608. recombinant LYPLA1, FP-Rh probe fluorescence polarization. inhibition, % at 5.9 µM. 320,000 compounds, 0.16% hits;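 active = inhibition above the mean of all tested compounds plus 3 SD, set per campaign, cut at about 14% in these data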;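 note: inhibitors block serine hydrolase probe labeling of LYPLA1 so polarization falls; 0% = enzyme with DMSO and 100% = wells lacking LYPLA1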
# EBNA-1 inh: blocks EBNA-1 binding to DNA; EBNA-1 DNA binding, fluorescence polarization; inhibition, % at 14.8 µM; 300,000 compounds, 0.34% hits; in the data active = inhibition above about 28%
# PREPL inh: human PREPL enzyme inhibition; Q4J6C6; recombinant PREPL, fluorescence polarization activity-based probe; inhibition, % at 5.96 µM; 320,000 compounds, 0.68% hits; AID 2751; in the data active = inhibition above about 43%;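 note: 0% = enzyme with DMSO and 100% = wells lacking enzyme; many of its hits are not listed in these tables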
# The depositor's hits bear a star; x = no result given. A portion of the library; rates above refer to the full screens.
canonical_smiles	PAFAH1B3 FP inh	LYPLA2 counter	pPAFAH inh	ZTA counter	PAFAH2 FP inh	PAFAH1B2 FP inh	LYPLA1 counter	EBNA-1 inh	PREPL inh
CN1CCC(N(C)C(=O)c2ccc(Cl)c(S(=O)(=O)N3CCCCC3)c2)CC1	11	-4	0	2	-1	2	0	x	4
CC(C)NC(=O)N(Cc1ccc(Cl)cc1)Cc1cccs1	-7	7	6	-22	4	8	3	-1	11
CCCOc1ccc(C(=O)Nc2ccc(S(=O)(=O)N3C[C@@H]4C[C@@H](C3)c3cccc(=O)n3C4)cc2)cc1	5	-2	7	16	6	4	-5	x	-2
CC(=O)c1ccc(S(=O)(=O)N(C)CCCC(=O)N2CCN(c3ncccn3)CC2)cc1	8	3	2	6	9	2	1	x	8
COc1cc(/C=N/N(C)c2ccccc2)ccc1O	11	1	9	-10	5	5	0	-3	4
C[C@H]1C[C@H]2[C@@H]3CCC4=CC(=O)C=C[C@]4(C)[C@@]3(F)[C@@H](O)C[C@]2(C)[C@@]1(O)C(=O)CO	1	9	0	-6	6	2	3	0	19
CCOc1ccc(OCC)c(S(=O)(=O)NNC(=O)c2c(C)nc3ccccn23)c1	0	0	0	-9	6	0	2	2	4
COc1cc(O)c(C(CCN2CCOCC2)c2cc(OC)c(OC)c(OC)c2)c(OC)c1 (configuration not stated)	-5	1	6	-9	-8	1	1	-8	34
COc1cccc(CC(=O)NNC(=O)CN(C)S(=O)(=O)c2ccc(C)cc2)c1	-5	x	-6	x	3	10	x	x	2
COc1ccc(-c2c3c(=O)n(C)c(=O)n(C)c3cn2C2CCCCC2)cc1	10	-4	25*	7	9	5	-4	1	9
CC1CCN(CCCOc2ccc(Cl)cc2Br)CC1	15	4	5	-23	2	5	-2	-3	37
Cc1ccc(S(=O)(=O)Nc2ccccc2F)cc1C(=O)N1CCCC1	7	2	6	10	1	2	-1	x	-2
Cc1cc(C(=O)COC(=O)c2cc(Cl)c(O)c(Cl)c2)c(C)n1C	10	2	15	-11	20	8	1	x	16
Nn1c(Cc2cccc3ccccc23)nnc1SCCOc1ccc(Br)cc1	10	-11	3	6	-3	5	-5	1	-32
CC1CC(C)CN(CC(=O)c2cccs2)C1 (configuration not stated)	10	3	7	-7	-4	-2	-1	-1	-5
O=C(Cn1nc(-c2ccc(Cl)cc2)ccc1=O)NCC1COCCO1 (configuration not stated)	6	-10	2	6	-9	-4	-1	1	15
COc1ccc2[nH]c(=O)c(CN(Cc3nnnn3Cc3ccco3)C3CCCCC3)cc2c1	3	2	9	3	4	0	0	-9	9
Cc1nn(Cc2c(F)c(F)c(F)c(F)c2F)c(C)c1NC(=O)c1nn(C)cc1Br	4	-2	2	12	-1	0	2	-4	-3
Cc1ccc(C(=O)NCC(c2ccco2)N2CCCCC2)s1 (configuration not stated)	4	5	1	6	-4	-4	1	x	6
Nc1ccccc1C(=O)N1CCCC1	2	-1	2	-4	-1	2	4	-8	3
COCCCn1c(C)nnc1SCc1ccc(C(C)(C)C)cc1	3	1	3	20	1	18	-1	1	12
COC(=O)c1[nH]c2ccc(C)cc2c1NC(=O)CN1CCCc2ccccc21	-1	1	1	7	-1	3	-1	-5	49*
Cc1[nH]c(=O)c(C#N)c(C)c1CSc1ncccn1	14	8	5	1	-3	0	1	6	11
CC(=O)Nc1ccc(S(=O)(=O)NNC(=O)CCC(=O)NCc2ccccc2)cc1	3	x	-2	x	-9	-5	x	x	-2
O=C(Nc1cccc(F)c1)c1c(F)c(F)c(F)c(F)c1F	-8	8	1	-6	-6	-3	3	-22	17
N#Cc1ccccc1S(=O)(=O)N1CCN(C(=O)c2cn(-c3ccccc3)nc2-c2cccnc2)CC1	6	7	4	-1	-2	1	-3	x	-2
CC1CCN(Cc2c(C(=O)N/N=C/c3ccc(C(C)C)cc3)nnn2-c2nonc2N)CC1	6	-12	-1	-2	-9	-6	-3	-12	12
CCCN=Cc1ccc(O)cc1	x	-1	-2	0	x	x	-1	2	2
O=C(NCc1ccc2c(c1)OCO2)c1ccc2c(=O)n(C3CCCC3)c(=O)[nH]c2c1	-11	-7	-5	4	-7	-13	-9	1	-2
COc1ccc(S(=O)(=O)N2C3CCC2CC(NC(=O)NC2CCCCC2)C3)cc1 (configuration not stated)	6	-5	4	-16	7	-6	-3	3	4
CC1CCCC(C)N1CCCNC(=O)c1csc2c1CCCCC2 (configuration not stated)	5	-5	-2	-3	0	3	-2	-5	6
COc1cc(C(=O)NCC2CCCO2)ccc1OCc1ccc(Cl)cc1 (configuration not stated)	5	1	5	7	4	9	-2	x	34
CC1CCCN(C(=O)NC2CC(=O)N(c3ccc4c(c3)OCCO4)C2)C1 (configuration not stated)	3	6	5	9	3	6	1	15	6
Cn1nnnc1SCC(=O)Nc1ccccc1[N+](=O)[O-]	2	1	-1	8	0	-4	3	10	-10
O=C(O)CC(CCc1ccccc1)OC1OC(CO)C(O)C(O)C1O (configuration not stated)	25	-10	74*	-3	39*	18	-12	4	15
Cc1cc2c(c(=O)n1CCc1ccccc1)C(c1ccco1)C(C#N)=C(N)O2 (configuration not stated)	2	3	-1	7	3	1	0	9	10

# pPAFAH inh: entries above that show a hit
Molecule | PAFAH1B3 FP inh | pPAFAH inh | PAFAH2 FP inh | PAFAH1B2 FP inh | EBNA-1 inh | PREPL inh
COc1ccc(-c2c3c(=O)n(C)c(=O)n(C)c3cn2C2CCCCC2)cc1 | 10 | 25* | 9 | 5 | 1 | 9
O=C(O)CC(CCc1ccccc1)OC1OC(CO)C(O)C(O)C1O (configuration not stated) | 25 | 74* | 39* | 18 | 4 | 15

# (continued)
canonical_smiles	PAFAH1B3 FP inh	LYPLA2 counter	pPAFAH inh	ZTA counter	PAFAH2 FP inh	PAFAH1B2 FP inh	LYPLA1 counter	EBNA-1 inh	PREPL inh
CCOc1ccc(-n2c(=O)c3sccc3n(CC(=O)NCc3ccco3)c2=O)cc1	0	0	4	6	-3	3	-2	4	1
CCc1c(C(=O)NNC(=S)NC2CCCCC2)csc1C	12	3	6	2	-4	2	3	1	1
O=C(N/N=C/c1cccc(O)c1)c1csc2ccccc12	-8	-15	0	-16	-7	4	-11	-8	-1
O=C(NNc1nc2c(F)cc(F)cc2s1)C1COc2ccccc2O1 (configuration not stated)	2	2	5	8	10	0	0	0	5
COc1ccc(NC(=O)C/C(C)=N/NC(=O)C(=O)NC2CCCCC2)c(OC)c1	6	4	2	-9	-6	-4	1	3	3
Cc1ccc(NC(=O)COc2ccc(-c3nnco3)cc2)cc1S(=O)(=O)N1CCOCC1	9	2	-1	4	0	1	1	3	2
N#C/C(=C\c1ccc2c(c1)OCO2)C(N)=S	x	-1	2	0	x	x	1	-4	-9
Cc1ccc(NC(=O)CCNS(=O)(=O)c2ccc3[nH]c(=O)oc3c2)cc1F	4	6	3	1	-2	1	1	7	-3
CNC(=S)NN(c1ccccc1)c1ccccc1	0	8	0	-10	0	6	3	6	10
COc1ccc(/C=N/Nc2ncnc(Cl)c2N)cc1OC	11	0	0	-9	-8	2	0	-7	-2
COc1cc(N)c(C(O)c2nccc3cc(OC)c(OC)cc23)cc1OC (configuration not stated)	13	1	4	-7	3	9	7	-8	-1
Nc1cc([N+](=O)[O-])ccc1O	6	-4	2	1	-15	6	-1	-6	7
COC(=O)c1nn(-c2ccccc2)ccc1=O	5	3	6	-12	5	5	0	-2	4
Cc1cccc(NC(=O)CCc2nnc3ccc(N4CCC(C)CC4)nn23)n1	0	-4	4	11	-6	2	-2	0	-5
CCOC(=O)c1ccc2c(c1)n(CCO)c(C)[n+]2CC	5	-6	1	-10	2	-5	3	4	1
CCOC(=O)c1c(NC(=O)C(=O)N/N=C/c2ccccc2O)sc2c1CCCCC2	7	4	11	-9	7	1	-3	-1	15
COc1ccc(CCNC(=O)CSc2cccc3cccnc23)cc1OC	-5	4	5	-3	-7	-1	3	-1	5
O=C(c1ccccc1)n1nc(-c2ccccc2)nc1NCc1ccco1	10	-2	3	2	9	3	-1	10	-5
Cc1cc(C(=O)N/N=C/c2cc(Br)cc(Br)c2OC(=O)c2ccccc2)n[nH]1	x	-10	7	6	x	x	-5	-6	-8
Cc1ccc(S(=O)(=O)N2CCC(N3CCCCCC3)CC2)cc1	-1	4	4	10	9	5	0	5	-5
CN1CCN(c2ccc(CNS(=O)(=O)Cc3ccc(Cl)cc3)cc2)CC1	-1	4	22	-7	4	1	2	13	20
Cc1cccn2cc(CCNC(=O)c3ccco3)nc12	0	-3	5	7	-9	6	-3	-4	5
Cc1ccc2c(c1)/C(=C/c1ccccc1C)C(=O)N2	6	-4	0	9	6	5	1	7	-11
Cn1c(=O)c(-c2cc(=O)[nH][nH]2)c(O)c2ccccc21	x	3	3	-8	x	x	1	2	5
N#Cc1ccc(CN(c2ccncc2)S(=O)(=O)c2ccccc2)cc1	2	7	2	4	0	1	4	8	-1
CC1CCCN(CCCNC(=O)c2ccc(CS(=O)(=O)Cc3cccc(Cl)c3)o2)C1 (configuration not stated)	-7	7	10	-8	9	4	-1	0	13
O=C(CN1C(=O)NC2(CCCC2)C1=O)Nc1cc(Cl)ccc1N1CCCC1	0	-10	-4	-8	0	-5	-3	-3	0
COC(=O)Nc1cc(C(F)(F)F)ccc1N1CCN(c2ccccc2)CC1	7	2	1	3	0	-1	-1	-2	5
Cc1cccn2c(CNC3CCCc4ccccc43)c(C(=O)N3CCOCC3)nc12 (configuration not stated)	-1	2	4	4	4	1	2	6	7
COc1cc2c(cc1OC)C1(C)N(CC2)C(C(C)=O)=NN1c1ccc(Cl)cc1 (configuration not stated)	x	0	8	18	x	x	-2	6	9
CC(NC(=O)c1cc2c(=O)n3ccccc3nc2n(CC2CCCO2)c1=N)c1ccccc1 (configuration not stated)	-7	-5	10	3	-1	3	1	5	12
CCCCOc1ccc(C(=O)NCC(=O)NCc2ccncc2)cc1	2	-2	8	-3	-3	3	0	5	5
Cc1ccc(Nc2nc(C(=O)N3CCC(C(=O)NCc4ccccc4)CC3)cs2)cc1	8	-1	13	-6	2	1	1	3	35
CCN(CC)CCOC(=O)C1(c2ccc(OC)c(OC)c2)CCCC1	1	-2	-3	-9	-14	-1	-1	-9	-2
C=C(C)CCOC(=O)C(CC(=O)O)NCc1ccco1 (configuration not stated)	4	10	4	-5	0	9	3	-1	-4
COc1cccc(-n2nnc(S(=O)(=O)c3ccc(C)cc3)c2N)c1	1	-2	4	6	-4	3	-2	5	-13
O=C(NCCc1c[nH]c2ccccc12)N[C@@H](Cc1ccccc1)C(=O)O	2	-5	-1	-4	-4	13	-1	-11	6
CC(=O)NC(CC(=O)NNC(=O)C(C)Oc1ccccc1F)c1ccccc1 (configuration not stated)	2	-3	3	0	2	3	-2	9	-8
O=C(NCCC1=CCCCC1)c1ccc(=O)oc1	-1	3	-5	15	9	8	-2	-1	-1
O=C(OCCN1C(=O)c2ccccc2C1=O)c1cc(S(=O)(=O)N2CCOCC2)ccc1Cl	4	-3	5	0	8	3	-6	-9	-10
COc1cc([N+](=O)[O-])ccc1NC(=S)NC(=O)CC(C)(C)C	4	-2	3	-5	3	7	1	-1	8
O=C(NC(=S)Nc1ccc(N2CCOCC2)c(Cl)c1)c1cccs1	4	3	2	-5	-1	0	-3	-4	2
C=CCN1c2ccccc2[C@]23C[C@@H](C(=O)OC)N=C2NC(C(=O)OC)=C(C(=O)OC)[C@H]13	5	4	1	9	2	1	2	1	6
